EPAC1 antag: qHTS for Antagonist of cAMP-regulated guanine nucleotide exchange factor 3 (EPAC1): primary screen; EPAC1 GEF assay, Rap1b-BODIPY-GDP exchange fluorescence; Potency, µM (top dose mostly 115 µM), inactives show at the highest dose activity change, negative = inhibition, actives largely listed as inhibitors; 0.14% of 360,000 active; AID 720709, 2013;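 further: potency means the concentration at half of the fitted maximal effect; plate controls were vehicle for no effect and positive control for full effect; nearly all actives have a fitted effect of over 50% in size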
Target sequence (O95398 whole entry, looked up): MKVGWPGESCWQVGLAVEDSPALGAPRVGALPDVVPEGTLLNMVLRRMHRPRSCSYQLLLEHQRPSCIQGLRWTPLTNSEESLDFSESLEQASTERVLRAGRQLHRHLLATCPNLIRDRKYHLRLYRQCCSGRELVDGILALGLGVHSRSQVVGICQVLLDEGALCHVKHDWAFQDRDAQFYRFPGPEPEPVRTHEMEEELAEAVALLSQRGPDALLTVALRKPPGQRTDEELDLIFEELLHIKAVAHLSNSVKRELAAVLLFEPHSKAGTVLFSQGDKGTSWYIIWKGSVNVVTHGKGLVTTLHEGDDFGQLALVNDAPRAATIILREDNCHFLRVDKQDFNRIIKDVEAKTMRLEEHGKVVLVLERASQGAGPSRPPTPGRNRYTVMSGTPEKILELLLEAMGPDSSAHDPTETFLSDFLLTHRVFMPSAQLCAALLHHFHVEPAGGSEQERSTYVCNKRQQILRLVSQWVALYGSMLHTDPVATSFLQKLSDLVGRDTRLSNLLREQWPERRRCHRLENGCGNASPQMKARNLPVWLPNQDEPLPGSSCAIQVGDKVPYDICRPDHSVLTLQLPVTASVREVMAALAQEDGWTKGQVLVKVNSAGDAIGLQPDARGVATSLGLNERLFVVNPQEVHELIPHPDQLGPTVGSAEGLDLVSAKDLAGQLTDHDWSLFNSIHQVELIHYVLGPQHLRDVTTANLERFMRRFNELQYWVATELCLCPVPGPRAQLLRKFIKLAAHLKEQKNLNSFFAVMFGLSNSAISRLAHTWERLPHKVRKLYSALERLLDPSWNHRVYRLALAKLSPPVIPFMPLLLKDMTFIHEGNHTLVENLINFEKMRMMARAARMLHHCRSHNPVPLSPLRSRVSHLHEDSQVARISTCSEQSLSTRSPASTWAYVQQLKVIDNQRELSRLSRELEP
CCT modulator: High-Throughput Screening for Modulators of Cytosolic Chaperonin Activity. purified chaperonin ATPase assay, HTRF ADP detection, 30 min. activity change, % (concentration not given with the values), hits read low. 0.3% of 360,000 active; in the data active means activity change below about -30%; further: on the % scale 0 is the no-effect control and ±100 the full control effect
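ATPase activity: ADP formed was measured by HTRF Transcreener (665/615 nm ratio) after 30 min at 37 deg C with 10 uM ATP. Compounds screened at one 76 uM concentration against 40 or 20 nM TRiC in Tris pH 7.4/KCl/MgCl2/DTT buffer.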
EPAC2 antagonist: qHTS for Antagonist of cAMP-regulated guanine nucleotide exchange factor 2 (EPAC2): primary screen; EPAC2 GEF exchange of Rap1B-BODIPY-GDP, fluorescence; Potency, µM (highest dose often 114 µM), without a hit: at the highest dose activity, negative = inhibition, actives largely listed as inhibitors; 0.18% of 360,000 active; AID 720708, 2013; further: potency means the concentration at half of the fitted maximal effect; on the % scale 0 is the no-effect control and ±100 the full control effect; nearly all actives have a fitted effect of over 45% in size; many of its hits are not listed in these tables
WRN helicase inh: qHTS for Inhibitors of WRN Helicase | Bifunctional 3'-5' exonuclease/ATP-dependent helicase WRN (Homo sapiens), Q14191 | WRN helicase unwinding, fluorescent forked duplex, kinetic | Potency, µM (top dose mostly 114 µM), without a hit: at the top dose activity change, negative = inhibition, actives largely listed as inhibitors | 0.46% of 360,000 active; further: potency means the concentration at half of the fitted maximal effect; on the % scale 0 is the no-effect control and ±100 the full control effect; nearly all actives have a fitted effect of over 55% in size
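Kinetic red-fluorescence monitoring (525/598 nm) tracks WRN helicase activity after 100 nM fluorophore-quencher forked duplex and 2 mM ATP are added to 20 nM enzyme pretreated 15 min at room temperature with compound.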
EPAC1 agonist: qHTS for Agonist of cAMP-regulated guanine nucleotide exchange factor 3 (EPAC1): primary screen; AID 720707, 2013; Rap guanine nucleotide exchange factor 3 (Homo sapiens), O95398; 0.073% of 360,000 active; Potency, µM (series often up to 154 µM), for inactives: at the highest dose activation, hits mostly activators; EPAC1 agonist qHTS, biochemical assay; response scale: 100% = response to 6.5 mM cAMP; further: potency means the concentration at half of the fitted maximal effect; nearly all actives have a fitted effect of over 60% in size
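EPAC1 100 nM, Rap1B–BODIPY-GDP 250 nM, unlabeled GDP 50 uM; compound titration; 5 min RT; kinetic read ex480/em540 at 5-min intervals ×30 min; data normalized to 6.5 mM cAMP agonist control.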
PLK1 PBD inh: qHTS for Inhibitors of PLK1-PDB (polo-like kinase 1 - polo-box domain): Primary Screen | Plk1 PBD binding of FITC phosphopeptide, fluorescence polarization | Potency, µM, without a hit: max response, negative = inhibition, most hits filed as inhibitors | 2.8% of 360,000 active | AID 720504, 2013; further: potency means the concentration at half of the fitted maximal effect; series mostly up to about 57 µM; on the % scale 0 is the no-effect control and ±100 the full control effect; nearly all actives have a fitted effect of over 65% in size
Mm-Cpn inhibitor: Inhibitors of TCP-1 ring complex (TRiC) of Methanococcus maripaludis (MmCpn): qHTS; purified Mm-Cpn ATPase, ADP Transcreener TR-FRET; Potency, µM (top dose mostly 76.9 µM), for inactives: at the top dose activity, negative = inhibition, usual class: inhibitors; 0.031% of 330,000 active; AID 504842, 2011; further: potency means the concentration at half of the fitted maximal effect; on the % scale 0 is the no-effect control and ±100 the full control effect; nearly all actives have a fitted effect of over 80% in size
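Reaction buffer contained 30 mM Tris pH 7.4, 100 mM KCl, 5 mM MgCl2 and 1 mM DTT. Mm-CPN (25 nM final) hydrolysed 10 uM ATP over 30 min at 37°C; ADP was read by HTRF.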
PI5P4Ka inh: qHTS for Inhibitors of phosphatidylinositol 5-phosphate 4-kinase (PI5P4K); Phosphatidylinositol 5-phosphate 4-kinase type-2 alpha (Homo sapiens), P48426; PI5P4Kalpha enzyme, ADP-Glo luminescence, 60 min; stronger effect = lower value; max response, %; 1.2% of 330,000 active; AID 652105, 2013; active means max response of -50% or lower; inconclusive means between -30% and -50%; inactive means -30% or higher; further: value at the top dose of about 77 µM; on the % scale 0 is the no-effect control and ±100 the full control effect
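Compounds were pin-transferred onto PI5P4Kalpha and substrate in HEPES pH 7.4 buffer with EGTA, CHAPS and 5% DMSO. ATP (5 microM final) started the reaction, which ran 60 minutes at room temperature before ADP-Glo detection.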
An asterisk follows results filed as active; ? = inconclusive; . = not tested or not shown; [ ] = remark or other dose. Unless noted, the call rests on the fitted dose curve; in most records, active means well fitted curve in the direction sought with a large enough effect; inconclusive means small, poorly fitted or top-dose-only effect, or another doubt; inactive means no such curve, though single readings can be large; an effect the other way counts as inactive or inconclusive. A portion of the library, so the mix of outcomes need not match the whole.

SMILES	EPAC1 antag	CCT modulator	EPAC2 antagonist	WRN helicase inh	EPAC1 agonist	PLK1 PBD inh	Mm-Cpn inhibitor	PI5P4Ka inh
CC(=O)c1c(C)[nH]c(C(=O)/C(C#N)=C/c2cccc(C)c2)c1C	-17%	-1.2	3%	7%	11%	6µM*	?	-4
C1=C(c2ccccc2)Nc2nnnn2C1c1cccs1 (stereo not given)	-3%	-0.4	-8%	7%	-7%	-12%	-1%	1
CCCCN1C(=O)C(CC(=O)NCc2cccc3ccccc23)CC(C(=O)N2CCOCC2)=C1C (stereo not given)	5%	2.9	-5%	-6%	12%	-2%	.	5
COc1ccccc1N1CCN(C(=O)CCSCc2ccccc2F)CC1	-18%	4.8	-11%	-5%	3%	-8%	1%	3
CCNc1nc(NC(C)C)nc(N(C)C#N)n1	-21%	0.2	-1%	3%	-1%	-1%	2%	3
CCn1c(CCNC(=O)c2ccc(OC)cc2)nnc1SCc1ccc(Cl)cc1Cl	18%	-0.5	6%	-18%[57.1 µM]	-19%	5%	0%	9
Cc1cccc(NC(=O)CCn2ccnc2C)c1	-6%	-2.1	-8%	-6%	2%	-11%	-1%	4
CC1=Nn2c(nc3sc4c(c3c2=O)CCCC4)SC1	-14%	1.6	4%	-7%	0%	-3%	3%	6
CCC[C@@H](CN1CCC[C@H]1CN1C(N)=NC[C@H]1C(C)C)N1C[C@@H](Cc2ccccc2)N(CCCC2CCCC2)C1=N	-22%	-0.1	11%	-9%	-2%	-4%	-1%	6
CC(C(=O)N(C)C1CCS(=O)(=O)C1)N1C(=O)/C(=C/c2ccc(F)cc2)SC1=S (stereo not given)	-5%	-1.6	-1%	12%	-2%	?	-4%	?
CCN(C(=O)COC(=O)CSc1cc(C)c2ccccc2n1)c1ccccc1	-11%	1.4	-1%	-9%	6%	2%	0%	2
CC(C)OCCCN(C)C1CCN(S(=O)(=O)c2ccc(-c3cc(C(F)(F)F)no3)s2)CC1	-26%	-1.0	30%[activator]	-3%[57.1 µM]	-1%	-5%	0%	25
O=S1(=O)CC(N2CCCCC2)C(N2CCCCC2)C1 (stereo not given)	-6%	-0.4	-2%	13%	-1%	-7%	0%	-7
Cc1cccc(/C=N\Nc2cn[nH]c(=O)c2Cl)c1	3%	2.0	-4%	-4%	-9%	-3%	0%	.
CCOc1ccc(Cl)cc1-c1cc(C(=O)Nc2ccc(OC)nc2)[nH]n1	-3%	-3.1	4%	-6%	7%	-2%	.	-5
CC(=O)/C=C(\C)Nc1c(C)n(C)n(-c2ccccc2)c1=O	8%	-3.6	3%	0%	8%	-15%	1%	-9
COc1cc(NC(=O)CCN2CCN(c3ccccc3OC)CC2)cc(OC)c1	0%	1.1	-2%	9%	0%	1%	.	0
COC(=O)CCCCCCCCCCN1CCCCC1	-5%	0.6	2%	-16%	10%	-6%	-1%	-3
CC(=O)c1cccc(NC(=O)NNC(=O)c2ccc3ccccc3c2)c1	-1%	-0.4	3%	2%	-7%	7%	-8%	4
COc1cccc(NC(=O)N2CCN(c3nnnn3-c3ccccc3)CC2)c1	7%	-0.6	8%	0%	-8%	-7%	-2%	-10
CC(C)Oc1cccc(C(=O)C2CCCN(C(=O)c3cc(C4CC4)[nH]n3)C2)c1 (stereo not given)	-5%	0.1	-7%	1%	3%	-10%	1%	-5
N=C1/C(=C/c2cccs2)C(=O)N=C2SN=C(SCc3ccccc3)N12	79µM*	-0.2	0%[57.1 µM]	?	5%	27µM*	1%	-25
COc1cc(C=NO)nc(-c2ccccn2)c1	4%	-2.4	8%	-2%	-4%	0%	.	3
S=C(Nc1ccccc1)Nc1ccc(Cl)cc1Cl	-16%	-0.5	-1%	0%	-12%	-20%	5%	9
Cc1ccc(CNC(=O)NC23CC4CC(CC(C4)C2)C3)cc1	-32%	-1.0	-15%	-8%	-3%	-6%	0%	3
SMILES	EPAC1 antag	CCT modulator	EPAC2 antagonist	WRN helicase inh	EPAC1 agonist	PLK1 PBD inh	Mm-Cpn inhibitor	PI5P4Ka inh
O=C(NCc1ccc(Cl)nc1)c1csc(COCCO)n1	14%	-0.1	9%	0%	-2%	-2%	.	1
CCN(CC)CCn1c2c(c(SCC(=O)Nc3nccs3)nc1=O)CCCC2	13%	-2.4	-5%	13%	1%	-10%	-1%	-6
N#C/C(=C\c1ccc(-c2ccc(Br)cc2)o1)C(=O)NCCc1c[nH]c2ccccc12	-5%	-4.1	5%	-31%[57.1 µM]	7%	-3%	-1%	-3
O=C(COC(=O)c1cc(=O)[nH]c2ccccc12)NC1CCCCC1	-3%	-0.9	8%	-15%	1%	-4%	-11%	-4
COc1ccc(Cl)cc1NC(=O)COC(=O)C1CCCCC1	-25%	0.5	-4%	-8%	6%	7%	-3%	18
CN1OC[C@@H]2CN(C(=O)CCc3ccccc3)[C@H](c3ccc(N4CCCCC4)cc3)C[C@@H]21	-2%	-0.2	3%	-6%	12%	-12%	.	0
O=C(CSc1nncc2ccccc12)Nc1cccc(C(=O)O)c1	-17%	-0.8	10%	-3%	0%	19µM*	-4%	-29
Cc1cc(C)n2cc(CSc3nnnn3-c3ccccc3)nc2n1	-5%	2.7	7%	-20%	2%	-9%	2%	5
O=C(Nc1cc2c(oc1=O)CCCC2=O)c1ccccc1	-1%	-1.0	-4%	1%	-5%	-4%	-2%	.
Cc1ccc(-c2csc(/C(C#N)=C/Nc3ccccc3SC(F)(F)F)n2)c(C)c1	-17%	0.0	-16%	4%	-2%	4%	0%	4
CCOc1ccc(N2C(=O)CN=C2Nc2ccccc2F)cc1	-29%	-3.7	-4%[57.1 µM]	-4%	0%	-1%	-1%	2
CC(C)Cc1nnc(NC(=O)CN2C(=O)NC3(CC(C)CC(C)(C)C3)C2=O)s1 (stereo not given)	-18%	-0.3	2%	10%	-16%	4%	-2%	4
Cc1ccc(CSCC(=O)N(C)CC(=O)Nc2ccccc2C(F)(F)F)cc1	2%	-1.0	14%	-20%	-4%	-5%	1%	-4
CCOC(=O)c1c(C)[nH]c(C)c1C(=O)CSc1nnc(N)s1	11%	-1.9	5%	-3%	5%	-3%	0%	-4
COc1ccc(NC(=O)CSCC(=O)Nc2sccc2C#N)cc1	-2%	2.0	17%	-19%	-1%	-22%	0%	-26
CC(Oc1ccccc1)C(=O)Nc1nnc(C2CCCCC2)s1 (stereo not given)	13%	0.7	-14%	-4%	1%	-7%	2%	3
CC(C)(C)OC(=O)N1CCCC(C(=O)Nc2cccc(C(=O)NCCCCc3ccccc3)c2)C1 (stereo not given)	-13%	0.4	-7%	-6%	-9%	-9%	.	-4
CCOC(=O)c1c(C)[nH]c(C)c1C(=O)CSc1nc(N)cc(N)n1	-4%	3.0	17%	-23%	-9%	?	0%	-5
OC(CNC1CCCCCC1)COc1cccc2ccccc12 (stereo not given)	-8%	-1.2	-4%	3%	3%	-3%	0%	14
N#CC1=C(N)SC(C(=O)c2ccccc2)C1c1cccs1 (stereo not given)	-17%	-2.2	-3%	-4%	14%	-29%	-1%	-4
COc1ccc(/C=C(\C#N)C(=O)Nc2cc(S(=O)(=O)N3CCCCC3)ccc2N2CCCCC2)cc1	7%	0.0	-2%	-6%	-1%	1%	-1%	-3
CCCCNc1c(-c2ccc(OC)c(Sc3ccc(OC)cc3)c2)nc2cnccn12	?	-0.3	?	-15%	11%	-1%	-4%	1
CCC(C)(C)n1c(=O)[nH]c2c(c1=O)CCC2	2%	-2.2	7%	3%	-4%	-10%	0%	2
Cc1ccc(S(=O)(=O)N2C3CCCCC3O[C@H]2CC(=O)c2ccc(F)cc2)cc1 (stereo not given in full)	-9%	.	-25%	-10%	7%	-16%	.	7
CCOC(=O)c1c(-c2ccc(C)o2)csc1NC(=O)CSc1ncn[nH]1	4%	-0.8	-6%	-17%	15%	-23%	-3%	.
COC(=O)c1ccc(Sc2ccccc2NS(=O)(=O)c2ccc(OC)cc2)nc1	2%	-1.6	-6%	-2%	13%	-22%	1%	1
Cc1ccc(C)n1-c1ncc(Br)cn1	7%	0.2	-12%	8%	6%	-1%	1%	0
Cc1nc2c(OCc3ccccc3)cccn2c1N(C)C(=O)C1CCCCC1	26%	0.5	-20%	-3%	-8%	-6%	.	5
O=C(/C=C/c1ccccc1)N1CCCN(C(=O)/C=C/c2ccccc2)CC1	-2%	0.4	8%	8%	-2%	-3%	0%	-1

Given bar-delimited: 6 of the compounds above.
Compound | EPAC1 antag | CCT modulator | EPAC2 antagonist | WRN helicase inh | EPAC1 agonist | PLK1 PBD inh | Mm-Cpn inhibitor | PI5P4Ka inh
CC(Oc1ccccc1)C(=O)Nc1nnc(C2CCCCC2)s1 (stereo not given) | 13% | 0.7 | -14% | -4% | 1% | -7% | 2% | 3
CC(C)(C)OC(=O)N1CCCC(C(=O)Nc2cccc(C(=O)NCCCCc3ccccc3)c2)C1 (stereo not given) | -13% | 0.4 | -7% | -6% | -9% | -9% | . | -4
CCOC(=O)c1c(C)[nH]c(C)c1C(=O)CSc1nc(N)cc(N)n1 | -4% | 3.0 | 17% | -23% | -9% | ? | 0% | -5
OC(CNC1CCCCCC1)COc1cccc2ccccc12 (stereo not given) | -8% | -1.2 | -4% | 3% | 3% | -3% | 0% | 14
N#CC1=C(N)SC(C(=O)c2ccccc2)C1c1cccs1 (stereo not given) | -17% | -2.2 | -3% | -4% | 14% | -29% | -1% | -4
COc1ccc(/C=C(\C#N)C(=O)Nc2cc(S(=O)(=O)N3CCCCC3)ccc2N2CCCCC2)cc1 | 7% | 0.0 | -2% | -6% | -1% | 1% | -1% | -3
